# Mdm2 ligase inh – Mdm2 E3 ligase (human) inhibition. cell-based MDM2 ubiquitination luciferase reporter, 2 h; 0 = plate control, 100 = twice control, blank-subtracted. signal enhancement, % at 5 µM. Q00987. 0.11% of 210,000 active;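 active = signal enhancement of 30% or more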;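 note: luminescence tracks abundance of the self-degrading MDM2-luciferase fusion protein; higher signal means inhibition of MDM2 E3 ligase activity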
#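 Assay system: stable mammalian line carrying autodegrading MDM2–luciferase fusion reporter; Input: 2000 cells in each well; Compound dosing: single-point 5 µM; Schedule: 2 h compound exposure at 37 °C; Signal: SteadyLite luciferase luminescence after 15 min room-temperature reagent incubation; Evaluation: % luminescence enhancement versus blank-corrected plate control mean; Benchmarks: plate controls and plate blanks.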
# EBV gp42 inh – inhibitors of Epstein-Barr virus glycoprotein 42. 0.42% of 220,000 active. Q1HVG2. inhibition, % (tested at 21.74 µM). Fluorescence polarization binding assay, mP read-out; in the data active = inhibition above about 50%
# TNF necrop inh – inhibitors of TNF-alpha induced necroptosis in Jurkat FADD-/- cells. Jurkat FADD-/- TNF necroptosis rescue, ATP luminescence, 24 h; 0 = TNF only, 100 = no-TNF cells. activation (protection from cell death), % at 10 µM. 0.068% of 220,000 active;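 active = activation, meaning protection from cell death, of at least 50% relative to plate controls; inactive = activation below 50%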;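 note: necroptosis triggered by 40 ng/mL TNF-alpha added together with compound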
# eIF4E 4G PPI – inhibitors of eIF4E and eIF4G interaction in translation initiation. TR-FRET eIF4E-eIF4GI(517-606) binding, 2 h. inhibition, % at 21.7 µM. 0.37% of 220,000 active;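 active = inhibition above about 30%, limit read from the data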;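 note: 0% = full FRET control wells and 100% = background wells lacking eIF4GI fragment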
# Target sequence (P63073 whole entry, looked up, the tested form may be a part): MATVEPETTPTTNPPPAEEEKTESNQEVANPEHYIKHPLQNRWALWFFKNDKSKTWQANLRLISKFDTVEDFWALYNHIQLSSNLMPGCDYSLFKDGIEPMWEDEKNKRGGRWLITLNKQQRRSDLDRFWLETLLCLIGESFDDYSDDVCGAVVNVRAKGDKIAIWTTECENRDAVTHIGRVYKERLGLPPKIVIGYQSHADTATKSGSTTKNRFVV
# Target sequence (Q04637 whole entry, looked up, the tested form may be a part): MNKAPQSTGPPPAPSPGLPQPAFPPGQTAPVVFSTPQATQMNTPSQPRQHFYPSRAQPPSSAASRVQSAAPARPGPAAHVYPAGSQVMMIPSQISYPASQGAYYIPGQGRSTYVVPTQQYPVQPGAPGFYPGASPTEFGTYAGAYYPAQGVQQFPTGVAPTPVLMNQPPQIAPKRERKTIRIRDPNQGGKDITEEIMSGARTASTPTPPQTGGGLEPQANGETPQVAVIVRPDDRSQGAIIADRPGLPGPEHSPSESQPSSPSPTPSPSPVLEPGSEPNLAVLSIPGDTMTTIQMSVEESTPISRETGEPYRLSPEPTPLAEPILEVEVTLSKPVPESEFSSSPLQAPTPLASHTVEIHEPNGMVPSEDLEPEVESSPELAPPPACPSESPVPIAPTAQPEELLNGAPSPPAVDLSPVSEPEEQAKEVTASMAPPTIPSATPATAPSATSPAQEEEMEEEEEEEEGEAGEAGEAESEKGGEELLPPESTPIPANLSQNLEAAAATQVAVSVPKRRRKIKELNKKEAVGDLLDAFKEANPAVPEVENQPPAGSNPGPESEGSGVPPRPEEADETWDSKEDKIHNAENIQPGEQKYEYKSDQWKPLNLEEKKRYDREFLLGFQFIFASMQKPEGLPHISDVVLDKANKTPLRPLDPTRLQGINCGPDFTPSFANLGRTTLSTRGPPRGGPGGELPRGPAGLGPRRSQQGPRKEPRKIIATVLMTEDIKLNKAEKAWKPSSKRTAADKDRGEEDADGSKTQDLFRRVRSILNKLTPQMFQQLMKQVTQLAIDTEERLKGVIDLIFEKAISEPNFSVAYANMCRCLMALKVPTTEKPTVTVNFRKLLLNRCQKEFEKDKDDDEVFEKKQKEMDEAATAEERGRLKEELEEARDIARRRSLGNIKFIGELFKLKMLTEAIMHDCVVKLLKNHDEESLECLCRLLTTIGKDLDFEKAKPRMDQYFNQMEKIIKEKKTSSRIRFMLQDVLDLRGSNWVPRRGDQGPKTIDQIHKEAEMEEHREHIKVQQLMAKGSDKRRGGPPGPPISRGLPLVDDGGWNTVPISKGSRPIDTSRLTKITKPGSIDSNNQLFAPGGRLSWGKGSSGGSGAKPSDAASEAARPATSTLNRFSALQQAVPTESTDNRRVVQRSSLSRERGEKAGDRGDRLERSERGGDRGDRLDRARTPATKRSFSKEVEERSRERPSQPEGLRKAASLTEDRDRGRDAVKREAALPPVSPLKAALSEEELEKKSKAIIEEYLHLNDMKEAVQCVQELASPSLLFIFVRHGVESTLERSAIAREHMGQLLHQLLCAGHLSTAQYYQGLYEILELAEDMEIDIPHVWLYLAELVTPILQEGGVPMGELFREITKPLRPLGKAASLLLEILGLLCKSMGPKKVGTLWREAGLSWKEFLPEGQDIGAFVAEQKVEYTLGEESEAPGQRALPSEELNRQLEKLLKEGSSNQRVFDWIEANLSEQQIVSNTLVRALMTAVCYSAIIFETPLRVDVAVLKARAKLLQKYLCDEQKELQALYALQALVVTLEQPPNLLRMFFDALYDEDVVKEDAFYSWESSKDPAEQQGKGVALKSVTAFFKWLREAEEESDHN
# KCC2 mod – modulates chloride dependent transport by human KCC2; KCC2 cells, thallium flux FluoZin-2 fluorescence; B-score of Tl+ flux slope (higher = more flux/activation; lower = inhibition) at 10 µM; 2.2% of 190,000 active;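 active = thallium flux slope and its plate-corrected score both differing from the plate sample mean at a set confidence after two filtering rounds, in either direction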;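 note: slope of fluorescence scaled to starting intensity during 10 to 20 s after thallium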
# Calpain2 inh – blocks pig calpain II enzyme activity. purified calpain II, fluorogenic peptide substrate, 30 min. inhibition, % at 16 µM. 0.37% of 220,000 active. AID 1236;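 active = inhibition above about 50%, limit read from the data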
# Rad51 HR inh – Rad51 (human) homologous recombination inhibition | Q06609 | hRad51 DNA strand exchange, fluorescence dequenching | inhibition, % at 10 µM | 0.085% of 200,000 active | AID 1385;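 active = inhibition above 40% at the single screening dose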;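 note: 0% = DMSO control wells and 100% = blanks with heterologous ssDNA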
#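 Test system: preformed human Rad51 ssDNA filaments; also added: Donor/quencher-labelled 47-bp dsDNA substrate; doses: 10 µM final, single point; times: 37 °C 15-min filament assembly, 30-min compound preincubation, 15-min exchange; detection: FRET fluorescence dequenching, excitation 485 nm, emission 520 nm; read-out basis: Fluorescence-based percent inhibition, control- and blank-normalised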
# PERK inh – human PERK inhibition, primary cell-based screen. inhibition, % at 5.6 µM. AID 1416. Q9NZJ5. 0.17% of 220,000 active. CHO PERK-DD fusion, SEAP luminescence translation reporter;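 active = inhibition above the mean inhibition of all tested compounds plus 3 SD, set separately per screening campaign, cut at about 2.9% in these data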;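 note: PERK kinase domain activated by AP20187 dimerizer at 100 nM; 0% = DMSO with dimerizer and 100% = rapamycin at 8.4 µM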
# L929 necroptosis – L929 zVAD cell death inhibition; L929 zVAD necroptosis rescue, ATP luminescence, 24 h; with zVAD 60 µM; viability rescue, % at 10 µM; 0.38% of 220,000 active; AID 1377;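 active = activation, scaled between plate controls, above about 75%, limit read from the data; inactive = activation under that limit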;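 note: 0% = zVAD with DMSO and 100% = DMSO alone without zVAD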
# Active calls of the source: *; / = no result given; [ ] = another dose, or the depositor's remark.
SMILES,Mdm2 ligase inh,EBV gp42 inh,TNF necrop inh,eIF4E 4G PPI,KCC2 mod,Calpain2 inh,Rad51 HR inh,PERK inh,L929 necroptosis
COC(=O)[C@]12C(=O)C(C)=C(O)[C@@]1(C)C(C)=CC1[C@@]34CC[C@@H](OC(C)=O)C(C)(C)C3C(C[C@]12C)OC4=O (some centres undefined),-11.5,-3.4,0.6,-19.6,0.751,12.1,-0.1,/,-0.2
CC(C)N(C)C1CCN(C(=O)Nc2ccc(Cl)cc2)CC1,-7.4,-26.3,-0.9,-0.4,0.86,-0.8,-0.8,-0.3,-0.7
Cc1ccc(-c2ccc(=O)[nH]n2)cc1,-17.8,-22.6,-2.6,0.0[fluorescence artefact?],0.555,-14.4,/,1.0,0.7
O=C(NCCCN1CCOCC1)C(C(=O)c1ccccc1)n1ccccc1=O (centres undefined),-14.3,-9.6,0.4,8.1,/,-26.3,-0.2,0.3,0.8
Cn1nc(-c2ccc(Cl)cc2)c2cc(C(=O)N3CCN(c4ccccc4)CC3)sc21,-23.2,-7.1,1.6,3.9,-0.421,18.6,-0.6,-0.7,2.3
O=C(Nc1ccccc1)c1ccccc1NS(=O)(=O)c1ccc(Cl)s1,-16.4,-12.2,-9.7,-4.6,/,-58.6,-1.6,0.0,0.0
O=C(CSc1nnc(-c2cccnc2)n1Cc1ccco1)c1ccccc1,-11.9,-3.6,-1.7,4.2,-2.67,-36.9,/,0.7,-0.3
Cc1ccc(C(=O)Nc2ccc(F)cc2F)o1,-13.7,4.5,-0.3,-9.5,/,-18.9,-2.5,-0.8,-0.1
Cc1cc(C)n2nc(C(=O)N/N=C/c3ccccc3C)nc2n1,-9.2,-1.9,-0.9,2.0,0.28,22.7,6.8,-0.2,-0.7
COCCNC(=O)CN1CCC(NC(=O)c2ccco2)CC1,12.7,-19.2,0.3,2.1,-0.159,-29.2,0.2,1.4,0.0
Cc1ccc(C(C(=O)NC2CCCC2)N(Cc2ccc3c(c2)OCO3)C(=O)c2snc(C(N)=O)c2N)cc1 (centres undefined),/,-6.2,-4.7,-3.2,/,-19.9,13.7,0.1,-0.3
Cc1ccc(CCNC(=O)C2CCCN(S(=O)(=O)c3c(C)noc3/C=C/N(C)C)C2)cc1 (centres undefined),-12.2,3.4,-0.8,3.5[fluorescence artefact?],-0.56,30.5,-11.7,0.4,0.9
COc1ccc(CCNc2ccc(N3C(=O)CC(C)C3=O)cc2[N+](=O)[O-])cc1 (centres undefined),-19.8,-6.3,0.2,1.8,-0.936,-1.3,/,-0.1,3.5
c1ccc(SSc2ccccc2)cc1,/,-14.8,-12.1,6.5,0.799,18.2,2.5,0.9,10.8
O=C(CSc1nnc2scc(-c3ccccc3)n12)c1ccc2c(c1)OCCO2,-6.2,-4.5,-1.9,-9.3,/,-31.8,-2.3,0.2,1.1
O=C1c2ccccc2CCC12N=NCC2c1ccccc1 (centres undefined),-30.8,-21.4,-0.9,-6.0,-0.182,16.1,-0.4,1.1,0.0
Cc1ccc(C)c(-c2cc(C(=O)NCc3cccs3)c3ccccc3n2)c1,-11.0,1.3,-6.4,5.4,0.666,22.4,-3.8,0.3,-0.1
O=C(N=C1c2ccccc2CN1c1ccccc1)c1cccc([N+](=O)[O-])c1,-7.7,5.2,0.5,1.4,1.02,-29.2,0.6,-0.1,0.7
C=C(C)C(=O)Nc1cccc(C2=NOC3(C2)C[C@H](C(N)=O)N(C(=O)CC#N)C3)c1 (some centres undefined),-2.8,5.5,1.8,-1.2,-0.591,13.3,-13.5,/,2.1
Cc1cccc(N2CC(c3nc4ccccc4[nH]3)CC2=O)c1 (centres undefined),-4.1,-3.9,1.0,-6.7,0.792,-3.9,-3.4,0.2,4.1

# Ordered by count of non-hydrogen atoms (smallest number first): three of the compounds above
SMILES,Mdm2 ligase inh,EBV gp42 inh,TNF necrop inh,eIF4E 4G PPI,KCC2 mod,Calpain2 inh,Rad51 HR inh,PERK inh,L929 necroptosis
CC(C)N(C)C1CCN(C(=O)Nc2ccc(Cl)cc2)CC1,-7.4,-26.3,-0.9,-0.4,0.86,-0.8,-0.8,-0.3,-0.7
O=C(CSc1nnc(-c2cccnc2)n1Cc1ccco1)c1ccccc1,-11.9,-3.6,-1.7,4.2,-2.67,-36.9,/,0.7,-0.3
C=C(C)C(=O)Nc1cccc(C2=NOC3(C2)C[C@H](C(N)=O)N(C(=O)CC#N)C3)c1 (some centres undefined),-2.8,5.5,1.8,-1.2,-0.591,13.3,-13.5,/,2.1

# The listing picks up with the three entries that preceded the break.
SMILES,Mdm2 ligase inh,EBV gp42 inh,TNF necrop inh,eIF4E 4G PPI,KCC2 mod,Calpain2 inh,Rad51 HR inh,PERK inh,L929 necroptosis
O=C(N=C1c2ccccc2CN1c1ccccc1)c1cccc([N+](=O)[O-])c1,-7.7,5.2,0.5,1.4,1.02,-29.2,0.6,-0.1,0.7
C=C(C)C(=O)Nc1cccc(C2=NOC3(C2)C[C@H](C(N)=O)N(C(=O)CC#N)C3)c1 (some centres undefined),-2.8,5.5,1.8,-1.2,-0.591,13.3,-13.5,/,2.1
Cc1cccc(N2CC(c3nc4ccccc4[nH]3)CC2=O)c1 (centres undefined),-4.1,-3.9,1.0,-6.7,0.792,-3.9,-3.4,0.2,4.1
CCCc1nc(Nc2nc3ccccc3o2)nc(C)c1C(=O)OCC,-34.5,-2.2,-0.6,6.7[fluorescence artefact?],-0.284,-1.2,-3.7,-0.3,-0.4
Cc1sc2nc3ccc(N4CCCC4)nn3c(=O)c2c1C,-7.4,-2.1,-0.8,8.9,0.34,-241.1,/,1.0,0.1
Cc1cccc(C)c1NC(=O)COC(=O)Cc1ccsc1,-1.5,-5.2,0.7,6.1,-1.03,25.5,16.6,1.3,/
O=C(CC1Oc2ccccc2NC1=O)NC1CC1 (centres undefined),-14.8,-6.1,0.0,-0.3,1.1,-0.4,/,1.5,0.3
CSc1ccccc1NC(=O)CN1c2ccccc2CC1C (centres undefined),/,-10.5,0.3,-1.6,-1.14,20.2,11.0,1.4,-0.7
O=C(Oc1ccccc1N1CCOCC1)c1sccc1Br,-7.0,-8.2,2.3,-0.4,-1.9,18.7,-16.4,-0.3,1.8
CCNC(=S)Nc1nc2c(cc1C(=O)OCC)CCCC2,-8.4,-10.0,0.8,-1.6,40.6*,24.3,-5.8,1.0,-0.3
COc1ccc(C(=O)C2CCCN(C(=O)CCc3scnc3C)C2)c(C)c1 (centres undefined),/,2.4,0.4,2.2,-0.554,1.6,/,-0.4,-0.1
O=C(CCCC(=O)OCC1CCCO1)OCC1CCCO1 (centres undefined),-25.0,-8.8,-0.7,1.0,/,17.7,-9.7,1.7,0.8
CN1OC(c2ccccc2)=C(CO)C1c1ccccc1 (centres undefined),1.9,-10.9,0.5,14.0[fluorescence artefact?],0.838,-7.5,8.3,0.9,0.4
CCOc1ccc2sc(NS(=O)(=O)c3ccc(N)cc3)nc2c1,-3.3,7.6,0.6,-3.9,0.278,9.7,12.2,-0.3,-0.7
CC(NC(=O)COC(=O)[C@@H]1CCCN1S(=O)(=O)c1ccccc1F)C12CC3CC(CC(C3)C1)C2 (some centres undefined),-0.2,7.3,-0.1,1.4,-0.0259,-2.3,3.7,0.5,0.8
CC1CN(Cc2cc(=O)n3ccsc3n2)CC(C)O1 (centres undefined),-8.4,-15.8,-0.6,5.3,-0.35,13.7,-1.6,0.9,0.4
CCCCCCN(C(=O)CCCCCN1C(=O)NC(c2ccc(-c3ccccc3)cc2)C(C(=O)OCc2ccccc2)=C1C)C(C(=O)NCCCC)c1ccc(O)cc1 (centres undefined),/,-11.1,1.6,-10.9,0.956,3.9,-2.4,0.7,1.0
Cc1ccc(CCNS(=O)(=O)c2cnc[nH]2)cc1,-15.1,-12.8,0.9,-8.2,0.323,0.7,-8.8,-0.5,0.4
CC(C)COc1ccc(C(=O)OCCN2CCOCC2)c(O)c1,-2.0,-9.2,0.8,5.0[fluorescence artefact?],/,-7.7,5.0,1.3,1.1
Cc1ccc([N+](=O)[O-])cc1NC(=O)Nc1cccc(F)c1,-15.9,-16.1,-7.5,2.6,-0.621,-24.0,13.5,-0.4,1.0
Cc1ccc(NC(=S)N(CCN2CCCCC2)Cc2ccco2)cc1,-19.3,-2.9,2.4,-1.7,-0.0769,12.9,-8.4,-0.5,-0.9
COc1ccccc1C(C)N(C)Cc1nc(COc2ccccc2)no1 (centres undefined),-0.8,-12.3,0.6,-1.6,-0.972,-20.4,0.8,2.0,9.0
O=C(O)CCN1/C(=C/C=Nc2ccccc2)Oc2ccccc21,2.4,-34.2,0.4,-3.5,/,-37.0,-7.9,0.6,0.8
Cn1ncc(C#N)c1/N=C/N1CCOCC1,-22.9,-22.0,-0.8,3.2,-0.334,-10.9,-1.3,1.2,0.0
O=C(NCc1ccccc1Cl)C1CCC(CNc2nc(=S)[nH]c3ccccc23)CC1 (centres undefined),-14.6,-74.9,1.5,3.0,-0.00235,-7.9,-13.7,1.3,-0.1
O=C(CC1NCCNC1=O)Nc1ccccc1 (centres undefined),-5.3,-8.8,0.6,-4.0,1.62,2.3,6.2,1.4,2.1
Clc1ccc(-c2cc(COc3ccc4ccccc4c3)no2)cc1,-15.0,-6.2,-2.4,-0.2,0.0311,5.3,/,1.0,0.3
Cc1ccc(C(=O)NNC(=O)c2nn(-c3ccc(F)cc3)ccc2=O)cc1,-11.4,-11.5,0.2,1.3,0.331,17.9,13.4,0.8,-0.1
CCOc1cc(/C=C2/SC(=Nc3ccccc3)N(Cc3cccnc3)C2=O)ccc1OCC#N,12.9,-31.4,-15.2,-29.1,-0.51,-87.8,2.7,0.3,-0.2
COc1cccc(CN(C(=O)Cc2c[nH]c3ccccc23)C(C(=O)NC2CCCCC2)c2cccs2)c1 (centres undefined),-4.7,-5.8,-11.1,-14.7,/,-29.2,-10.4,-0.7,0.1
Cn1nnnc1N=N/C(=N/Nc1ccccc1)c1ccccc1,-3.6,-8.8,-22.5,-3.7,59.7*,-6.3,20.5,-0.3,28.2
O=C(Cc1ccccc1)c1nc2ccccc2s1,-13.8,8.1,-2.9,2.7,0.054,-14.4,/,-0.8,1.7
COC(CNC(=O)CNC(=S)N(Cc1ccccc1)Cc1cccs1)OC,4.4,-3.0,1.0,3.4,0.34,-6.6,22.4,1.2,0.7
N/C(=N/OC(=O)c1ccccc1F)c1nonc1N,4.5,2.4,-0.2,-0.7,-2.15,-26.5,-3.1,0.5,6.6
CC(=O)c1ccc(NC(=O)c2cc(Cl)nc3ccccc23)cc1,-2.0,-0.8,-0.5,2.2,0.0389,-28.0,5.1,0.8,2.5
Nc1ccc(N2CCCCC2)c(S(=O)(=O)Nc2ccc(Cl)cc2)c1,-6.1,-9.3,1.8,2.9,-0.983,32.1,12.7,-0.2,-1.1
CC(Oc1ccc(-c2ccccc2)c(F)c1)c1ccn(S(=O)(=O)c2cccc3ccccc23)n1 (centres undefined),-30.2,-6.0,-1.5,1.8,/,15.7,/,0.9,0.0
CC(=O)N1N=C(c2ccccc2)OC1c1cccnc1 (centres undefined),/,0.2,-0.5,0.3,1.26,-20.6,/,1.8,-0.7
O=[N+]([O-])c1cccc(-c2cc3cccc[n+]3cc2-c2cccc([N+](=O)[O-])c2)c1,-6.3,-17.8,-0.1,4.4[fluorescence artefact?],0.173,22.4,/,-0.7,-0.1
